KB-3-1 tox – qHTS assay for MDR1-selective chemotherapeutics: Primary screen using the parental adenocarcinoma cell KB-3-1; hit rate 1.4% among 400,000; KB-3-1 viability, CellTiter-Glo ATP luminescence, 72 h; AID 1347075, 2019; Potency, µM (top dose mostly 46.1 µM), for inactives: at the highest dose activity change, negative = cytotoxic, actives largely listed as cytotoxic; also: potency is read from the fitted curve at half-maximal effect; % is scaled to controls: 0 for no effect and ±100 for the full control effect; nearly all actives have a fitted effect of over 60% in size
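Cytotoxicity in the drug-sensitive parental line KB-3-1 was scored as loss of CellTiter-Glo luminescence following 72 h incubation with compound. Values come from curve fitting of normalized concentration-response data.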
HT1080-NT tox – qHTS for induction of synthetic lethality in tumor cells producing 2HG: qHTS for the HT-1080-NT fibrosarcoma cell line | HT-1080-NT fibrosarcoma viability, CellTiter-Glo ATP luminescence, 48 h | Potency, µM (titrated, usually from 46.1 µM), without a hit: top-dose activity, negative = less viability, most hits filed as cytotoxic | hit rate 1.6% among 360,000;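 also: NT is the 2HG producing partner of a matched IDH1 knockdown line; potency is read from the fitted curve at half-maximal effect; 0% = DMSO-treated cells and -100% = media-only wells without cells; nearly all actives have a fitted effect of over 55% in size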
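Viability by CellTiter-Glo luminescence after 48 h compound exposure at 37C of HT-1080-NT cells (750/well, RPMI, 5% FBS). % activity scaled between DMSO wells and medium-only wells, then curve-fitted and categorized by curve class.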
KB-V1 cytotox – qHTS assay for MDR1-selective chemotherapeutics: Primary screen using the drug-selected MDR subline cells KB-V1; KB-V1 MDR cells viability, CellTiter-Glo, 72 h; AID 1347076, 2019; Potency, µM (doses to about 46.1 µM), without a hit: at the top dose activity change, negative = cytotoxicity, most hits filed as cytotoxic; hit rate 3.4% among 400,000; also: potency is read from the fitted curve at half-maximal effect; % is scaled to controls: 0 for no effect and ±100 for the full control effect; nearly all actives have a fitted effect of over 60% in size
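Compound-treated KB-V1 multidrug-resistant cells, 72 h, 37 degrees C; viability by CellTiter-Glo. Fitted qHTS curves give the values.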
MCF10A rerep – A quantitative high throughput screen for small molecules that induce DNA re-replication in MCF 10a normal breast cells | MCF 10A DNA re-replication, Hoechst nuclear intensity, 48 h | Potency, µM (doses to about 46.1 µM), for inactives: at the top dose activity, positive = re-replication, usual class: activators | hit rate 2.9% among 350,000 | AID 624296, 2012; also: potency is read from the fitted curve at half-maximal effect; % of control where 0% means no effect; nearly all actives have a fitted effect of over 50% in size
HT1080 IDH1KD tx – qHTS for induction of synthetic lethality in tumor cells producing 2HG: qHTS for the HT-1080-IDH1KD cell line | AID 686971, 2013 | hit rate 2% among 360,000 | HT-1080 IDH1 knockdown viability, ATP luminescence, 48 h | Potency, µM (series often up to 46.1 µM), without a hit: at the highest dose activity, negative = toxicity, most hits filed as cytotoxic;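 also: potency is read from the fitted curve at half-maximal effect; 0% = DMSO wells and -100% = cell-free medium wells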
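CellTiter-Glo luminescence after 48 h compound exposure at 37 degrees C of IDH1-knockdown HT-1080 cells in 5% FBS RPMI. %Activity scaled between DMSO wells and cell-free media wells, with curves fitted and assigned curve classes.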
ATXN2 expr inh – Primary qHTS for Inhibitors of ATXN expression; HEK-293 ATXN2-luciferase reporter, luminescence, 24 h; Potency, µM (top dose mostly 57 µM), for inactives: at the highest dose activity change, negative = inhibition, actives largely listed as inhibitors; hit rate 0.72% among 360,000; AID 1745845, 2022; also: potency is read from the fitted curve at half-maximal effect; % is scaled to controls: 0 for no effect and ±100 for the full control effect; nearly all actives have a fitted effect of over 55% in size
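qHTS (up to 57 uM final) was run with 24 h compound exposure of reporter cells at 37 °C. Each well was multiplexed: SteadyGlo luminescence measured ATXN2-luciferase expression after a fluorogenic Gly-Phe-AFC viability readout (25 uM final).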
ATXN viability – Viability Counterscreen for Primary qHTS for Inhibitors of ATXN expression; S2 cells (HEK-293 line with an ATXN2-luciferase reporter) viability, CellTiter-Fluor protease fluorescence, 24 h; hit rate 0.49% among 400,000; AID 651635, 2014; Potency, µM (top dose mostly 56.7 µM), hits mostly cytotoxic; also: potency is read from the fitted curve at half-maximal effect; nearly all actives have a fitted effect of over 40% in size
IL-1B inflam inh – qHTS for Inhibitors of Inflammasome Signaling: IL-1-beta AlphaLISA Primary Screen; hit rate 4.7% among 360,000; THP-1 LPS/ATP IL-1B secretion, AlphaLISA, 16 h; active compounds read low; activity change, % at 57.5 µM; AID 743279, 2014; in the data active = activity change below about -50%; inconclusive = mostly about -30% to -49%; also: % is scaled to controls: 0 for no effect and ±100 for the full control effect
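THP-1 cells pretreated 1 hr with compounds (up to 57.5 uM final), then stimulated with LPS (250 ng/mL final) plus ATP (1.25 mM final); secreted IL-1B measured by AlphaLISA after 16 hr, decreased signal indicating inhibition.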
SW480 rerep – A quantitative high throughput screen for small molecules that induce DNA re-replication in SW480 colon adenocarcinoma cells; SW480 DNA re-replication, Hoechst DNA content imaging, 48 h; Potency, µM (titrated, usually from 46.1 µM), for inactives: at the top dose re-replication activation, most hits filed as activators; hit rate 1.8% among 340,000; AID 624297, 2012; also: potency is read from the fitted curve at half-maximal effect; % of control where 0% means no effect; nearly all actives have a fitted effect of over 55% in size
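SW480 cells exposed to compounds for 48 hr at 37 C, 5% CO2, then Hoechst-stained 40 min. Nuclear DNA content imaged by fluorescence scanning (405 nm excitation, 500-530 nm emission); re-replication scored as increased high-intensity nuclei.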
An asterisk follows results filed as active; i = inactive; ? = inconclusive; · = no result given; & = joins results of further samples; [ ] = dose if it differs, or a comment. Unless noted, calls follow the shape of the dose curve; as a rule, active = well fitted curve in the direction sought with a large enough effect; inconclusive = small, poorly fitted or top-dose-only effect, or another doubt; inactive = no such curve, though single readings can be large; an effect the other way counts as inactive or inconclusive. Rows were taken by chance. About 11% of those tested had a hit in this group.

SMILES	KB-3-1 tox	HT1080-NT tox	KB-V1 cytotox	MCF10A rerep	HT1080 IDH1KD tx	ATXN2 expr inh	ATXN viability	IL-1B inflam inh	SW480 rerep
COc1cc(CNc2ccc3[nH]c(=O)[nH]c3c2)ccc1OCc1ccccc1F	-16%&-11%	-20%	3%&1%	1%	-13%	10%&-4%	?	?	0%
Cc1nc(Nc2ccccc2)sc1C	13%	-28%	-11%	3%	7%	30%	i	2	?
COc1ccc(N2CCN(C(=O)CN(c3ccc(Br)cc3)S(C)(=O)=O)CC2)cc1	-12%	?	?	-6%	-1%[9.24 µM]	-7%	i	-3	-4%
O=C(CSC1=NCCN1)C1COc2ccccc2O1 (stereo not drawn)	30%	2%	?	?	?	-2%	i	-13	-3%
CC(=O)c1cccc(N(C(=O)CS(=O)CC(=O)Nc2ccc(F)cc2)C(C(=O)NC2CCCCC2)c2ccc(C)o2)c1 (stereo not drawn)	0%	0%	5%	3%	-9%	-8%	i	-21	12%
COc1ccc(CCNC(=O)Cn2cnc3ccccc3c2=O)cc1OC	5%	2%	-14%	0%	0%	-2%	i	4	5%
O=C(COC(=O)CCC(=O)c1ccc(F)cc1)Nc1ccc(N2CCOCC2)cc1	16%	9%	-24%	-2%	9%	-6%	i	-14	-1%
COC(=O)N1CC=CC1(C)C(=O)NCc1cc(F)cc(C(F)(F)F)c1 (stereo not drawn)	-9%	?	17%	?	10%	?	i	-30	?
O=C(Nc1cccc2ccccc12)c1ccc([N+](=O)[O-])s1	-19%	?	0%	?	?	·	i	15	?
O=C(NC1CCCCC1)c1ccc(CS(=O)Cc2ccc(Cl)cc2)o1 (stereo not drawn)	9%	-6%	1%	9%	-1%	9%	i	-30	-2%
CC(C)OC(=O)C1OC1(C)c1ccccc1 (stereo not drawn)	-2%	5%	9%	-5%	18%	7%	i	2	-3%
COc1ccc(OC)c(Nc2ncnc3ccccc23)c1	16%	-3%	?	3%	-2%	1%	i	41	6%
COc1ccc(C(=O)OCC(=O)Nc2ccc(F)cc2F)cc1OC	-1%	0%	3%	8%	13%	1%	i	-14	-11%
Cc1c(-n2c(-c3ccccc3Cl)n[nH]c2=S)c(=O)n(-c2ccccc2)n1C	-7%	0%	-2%	1%	2%	-4%	i	10	22%
Cc1ccc(C(=O)N2CCC(C)CC2)cc1NC(=O)c1nsc2ccccc12	2%	·	2%	·	·	-5%	i	·	·
CCCCNC(=O)C(NC(=O)c1ccc(C(F)(F)F)cc1)C(=O)c1ccccc1 (stereo not drawn)	-2%	18%	?	·	17%	·	·	17	·
COc1ccc(C(=O)NCC(=O)OCC(=O)c2ccc3c(c2)OCCO3)cc1	-5%	9%	29%	-181%[0.0737 µM]	0%	2%	i	25	-27%
O=C(COC(=O)C12CC3CC(CC(Br)(C3)C1)C2)N1CCOCC1	1%	14%	17%	11%	15%	26%	i	-13	-136%[inhibitor]
Cn1c(CCNS(=O)(=O)c2ccccc2)nc2cc([N+](=O)[O-])ccc21	-5%	11%	-18%	-4%	-7%	-13%	i	8	-29%
CCCC(C)C(=O)Nc1nnc(CCc2ccccc2)s1 (stereo not drawn)	-7%	-4%	0%	-3%	0%	10%	i	-2	9%
O=C(N/C(=C\c1ccc(Cl)cc1)C(=O)N1CCOCC1)c1ccc([N+](=O)[O-])cc1	1%	0%	-5%	?	0%	-4%	?	27	2%
O=C(CCSCc1cccc(F)c1)NCCc1ccccc1	30%&2%	4%	17%&-1%	-1%	11%	12%&5%	i	1	-6%
COC(=O)[C@@]12CCCCN1[C@H](c1ccc(-c3ccccc3)cc1)[C@@H]1C(=O)N(C)C(=O)[C@@H]12	0%	-10%	-30%	?	-5%	?	i	0	-1%
CCCC1=Nc2cc(C(=O)NCCN3CCOCC3)ccc2Sc2ccccc21	-2%	?	?	26%	-28%	-2%	i	6	15%
Cc1cc(C)n(-c2nc3ccccc3c(=O)n2OCc2ccc(Cl)cc2)n1	?	-12%	-29%	5%	-17%	3%	i	36	10%
CCOc1ccc(S(=O)(=O)N2CCNC(=O)C2)cc1	2%	-5%	?	-13%	-6%	5%	i	-14	44%
O=C(c1ccc(Cl)cc1)N1CCCC(c2ccccc2)=N1	8%	-13%	-19%	3%	-8%	-33%	i	6	?
CCO[C@H]1OC(C(=O)O)=C[C@@H](c2ccccc2)[C@@H]1CCCO	2%	12%	-3%	0%	-1%	5%	i	21	-7%
CCOC(=O)c1c(NC(=O)CSc2nc3ccccc3c(=O)n2-c2ccccc2)sc(C(C)=O)c1C	11%	-2%	-3%	-4%	-2%	-9%	i	26	-19%
CCCCOc1ccc(N2C(N)=NC(N)=NC23CCCCC3)cc1	-25%	-3%	-19%	3%	-24%	·	?	-15	3%
CC(=O)Nc1coc2ccc(Br)cc12	-14%	-3%	-3%	-1%	-9%	3%	i	26	-4%
COc1ccccc1OCCn1c(NC(=O)c2ccc(Cl)cc2)nc2ccccc21	-5%	·	-7%	·	·	9%	i	·	·
COC(=O)c1ccc(Cn2cc(C(F)(F)F)ccc2=O)cc1	6%	1%	-9%	-1%	-19%	1%	i	17	-128%[inhibitor]
CCOC(=O)c1cnc2nc(SC)nn2c1N	20%	-19%	-1%	0%	-1%	-8%	i	-4	2%
Cc1ccc(NC(=O)Cn2c(O)c(N=NC(N)=O)c3ccccc32)cc1	?	-14%	-23%	?	-23%	4%	i	-2	?
CCCOc1ccc(NC(=O)C(=O)NCCCn2ccnc2)cc1	4%	16%	-10%	?	19%	-6%	i	35	-5%
O=C(NCCc1ccc(C(F)(F)F)cc1)C1CC(=O)N(Cc2ccccc2)C1 (stereo not drawn)	-3%	8%[9.24 µM]	3%	0%	-6%	0%	i	19	9%
CCCNC(=O)CN1C(=O)CSc2ccc(S(=O)(=O)N3CCC(C)CC3)cc21	10%	·	0%	·	·	1%	i	·	·
O=C(CN1C(=O)NC2(CCCC2)C1=O)NCc1ccccc1	3%	-2%	-1%	-6%	1%	9%	i	12	-16%
CCOc1ccccc1C(=O)NC(C(=O)N(C)Cc1ccc2c(c1)OCO2)C(C)C (stereo not drawn)	4%	7%	?	13%	6%	-24%	?	18	8%
CCOC(=O)c1c[nH]c(=O)c(Br)c1O	1%	6%	-9%	-83%[inhibitor]	11%	0%	i	0	-5%
CSc1ccccc1NC(=O)C1(C)CCN1C(=O)Cc1ccc(Cl)cc1Cl (stereo not drawn)	0%	-20%	2%	·	-25%	-20%	?	0	·
COc1ccc2oc(C(=O)OCC(=O)N3CCN(c4ccccc4)CC3)c(C)c2c1	-20%	8%	-5%	?	8%	-29%	i	12	?
CC1CCCCN1C(=O)CSc1nnc(-c2ccco2)n1C (stereo not drawn)	12%	9%	1%	-6%	7%	0%	i	2	-12%
CSc1ccc(CC(=O)N2CCC(n3nccc3NC(=O)C3CC3)CC2)cc1	-1%	20%	13%	-3%	?	34%	i	0	-7%
O=C(CCNc1cccc(C(F)(F)F)c1)c1ccco1	10%	?	24%	?	?	25%	i	-3	?
CN1C(=O)N(CC(=O)N2CCN(S(=O)(=O)Cc3ccccc3)CC2)C(=O)C12CCCCC2	-1%	-2%	-26%	11%	0%	-7%	i	11	-1%
O=C(CSc1nncn1-c1ccccc1)NC1CCCCC1	2%	13%	-13%	2%	9%	·	i	-9	-32%[inhibitor]
Cc1cccc(-c2cnc(C(O)Cc3ccccc3)[nH]2)c1 (stereo not drawn)	?	?	?	·	?	13%	i	4	·
O=C(c1ccco1)N1CCN(C(=O)C2CC(c3ccc(F)cc3)=NO2)CC1 (stereo not drawn)	1%	0%	3%	-3%	-4%	2%	i	6	-5%
Other results follow.
SMILES	KB-3-1 tox	HT1080-NT tox	KB-V1 cytotox	MCF10A rerep	HT1080 IDH1KD tx	ATXN2 expr inh	ATXN viability	IL-1B inflam inh	SW480 rerep
O=S(=O)(c1ccc(-c2csc(=Nc3ccccc3)n2CCCN2CCOCC2)cc1)N1CCOCC1	-7%	-22%	-17%	0%	-3%	-11%	i	-61*	-8%
Cc1nc2nc(NC(=O)c3ccco3)nn2c(C)c1Cl	11%	0%	-5%	-36%[inhibitor]	11%	-16%	?	-11	2%
C/C(=N\NC(=O)c1c(Cl)cnn1C)c1cccc(NC(=O)COc2ccccc2)c1	19%	-2%	-25%	16µM*	-1%	9%	i	-20	4%
COc1ccc(C2=Nc3ccccc3N(C(=O)Cc3cc(OC)cc(OC)c3)C2C(=O)NC(C)(C)C)cc1 (stereo not drawn)	-26%	-5%	?	·	0%	·	·	-17	·
CC(C)Cc1nnc(NC(=O)CCS(=O)(=O)c2ccc(Cl)cc2)s1	-1%	-2%	5%	?	4%	3%	i	13	?
CCN(CC)CC(=O)Nc1c2c(nc3ccccc13)N(C)CC2	-9%	-1%	-9%	0%	3%	-23%	i	-9	-2%

High-throughput results as filed in PubChem.
